Bioassay records from PubChem BioAssay.
CHO-K1 Ca antag – nonselective inhibitor or artifact in parental CHO-K1 cells. ATP-induced calcium, Fluo-8 fluorescence. inhibition, % at 3 µM. 360,000 compounds, 0.6% hits;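 active = inhibition above a per-plate cutoff, the plate's mean sample inhibition plus 3 SD, cut at about 24% in these data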;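 note: 0% = DMSO plus EC80 ATP and 100% = DMSO alone without ATP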
CHO parental Ca – counter-screen: ATP calcium response change in parental CHO cells. parental CHO-K1, ATP-induced calcium, Fluo-8 fluorescence. inhibition, % at 5.6 µM. 330,000 compounds, 0.63% hits. AID 463079;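 active = inhibition above that plate's mean sample inhibition plus 3 SD, cut at about 26% in these data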;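 note: 0% = ATP-challenged DMSO wells and 100% = DMSO wells without ATP; some compounds past the cut are filed as inactive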
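Test system: untransfected parental CHO cell line; also added: ATP stimulus; dosing: 5.6 µM, single dose; signal: calcium-sensitive Fluo-8 fluorescence; measure: percent inhibition of ATP-evoked calcium rise, normalized to controls; benchmarks: low control ATP plus DMSO, high control DMSO only; replication: one well per compound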
GPR7 antagonist – human neuropeptides B/W receptor 1 antagonism; GPR7-expressing cells, fluorescence antagonist assay; 290,000 compounds, 1.1% hits; AID 1861; inhibition, % at 4.4 µM; P48145; in the data active = inhibition above about 16%, passing the limit was not always enough;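 note: cells stimulated with the agonist NPW; 0% = agonist with vehicle and 100% = vehicle without agonist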
Target sequence (P48145 whole entry, looked up): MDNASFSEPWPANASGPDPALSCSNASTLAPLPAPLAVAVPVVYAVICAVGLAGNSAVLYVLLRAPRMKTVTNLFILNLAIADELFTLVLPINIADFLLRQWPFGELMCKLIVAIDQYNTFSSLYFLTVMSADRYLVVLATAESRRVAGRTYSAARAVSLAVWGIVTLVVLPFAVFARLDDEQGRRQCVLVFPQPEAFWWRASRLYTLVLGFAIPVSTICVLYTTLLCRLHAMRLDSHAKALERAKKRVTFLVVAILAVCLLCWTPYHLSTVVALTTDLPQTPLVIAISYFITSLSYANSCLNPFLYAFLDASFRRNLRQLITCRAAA
V1R ag counter – counter-screen for oxytocin receptor agonists: human V1a receptor agonists. P37288. CHO-V1R cells, Fluo-8 calcium fluorescence, agonist mode; 0% DMSO, 100% 3 nM vasopressin. activation, % at 3 µM. 320,000 compounds, 0.25% hits. AID 2797;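 active = activation above the mean activation of all tested compounds plus 3 SD, per screening run, cut at about 20% in these data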;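 note: signal is peak over basal fluorescence ratio across a 100 second FLIPR read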
Target sequence (P37288 whole entry, looked up): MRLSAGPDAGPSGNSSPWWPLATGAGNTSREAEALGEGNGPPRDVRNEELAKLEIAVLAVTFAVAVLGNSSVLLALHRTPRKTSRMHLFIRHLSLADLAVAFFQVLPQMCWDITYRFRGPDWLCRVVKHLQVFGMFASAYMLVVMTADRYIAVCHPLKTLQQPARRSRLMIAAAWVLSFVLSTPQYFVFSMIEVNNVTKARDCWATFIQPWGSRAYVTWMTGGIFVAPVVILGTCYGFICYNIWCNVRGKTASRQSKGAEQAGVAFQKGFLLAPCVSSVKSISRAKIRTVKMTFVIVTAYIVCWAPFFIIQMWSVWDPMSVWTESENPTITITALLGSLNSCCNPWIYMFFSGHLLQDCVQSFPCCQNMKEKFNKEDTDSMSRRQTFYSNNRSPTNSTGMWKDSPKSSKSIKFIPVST
OXTR ag – activates the human oxytocin receptor | P30559 | CHO-OTR cells, Fluo-8 calcium fluorescence; normalized: DMSO 0%, oxytocin 100% | activation, % at 3 µM | 320,000 compounds, 0.32% hits | AID 2435;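 active = activation above the mean of all tested compounds plus 3 SD, cutoff set per screening run, cut at about 20% in these data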;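 note: peak over basal fluorescence ratio from a 100 s FLIPR kinetic read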
OXTR potentiate – potentiators of human oxytocin receptor | CHO-OTR cells, Fluo-8 calcium fluorescence, potentiator mode; 0% = oxytocin EC15, 100% = EC100 | activation, % at 3 µM | 320,000 compounds, 0.061% hits;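 active = activation above that plate's cutoff, the mean activation of tested compounds plus 3 SD, cut at about 6.6% in these data, passing the limit was not always enough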;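 note: 100% uses oxytocin at 75 nM as the full agonist control; some results filed as inactive read as strong as hits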
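System: human OTR in CHO cells; Also added: sub-maximal oxytocin, roughly EC15; Timing: compound 6 min at room temperature before oxytocin, 100 s read; Technique: Fluo-8 intracellular calcium fluorescence, ex 470-495, em 515-575 nm; Controls: oxytocin EC15 low and EC100 high; Replication: singlicate.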
CHO-K1 Ca ag – counter-screen for M1 agonists: effect in parental CHO-K1 cells | Fluo-8 calcium fluorescence; scaled to maximal ATP response, vehicle zero | activation, % at 3 µM | 360,000 compounds, 0.48% hits | AID 602248; in the data active = activation above about 15%;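 note: untransfected CHO-K1 host cells lacking M1 receptor as counterscreen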
M1 PAM parental – counter-screen for M1 PAMs: effect in parental CHO-K1 cells | AID 602247 | activation, % at 3 µM | 360,000 compounds, 0.02% hits | ATP EC20, Fluo-8 calcium fluorescence; 0% at ATP EC20, 100% at ATP max;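 active = activation above the run cutoff, the mean activation of all test compounds plus 3 SD, cut at about 40% in these data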;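 note: peak over basal fluorescence ratio in a 140 s read after ATP addition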
TAAR1 antagonist – antagonists of human TAAR1. inhibition, % at 3 µM. CHO RD-HGA16 TAAR1, Fluo-8 calcium fluorescence, antagonist. 360,000 compounds, 1.5% hits;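 active = inhibition above a per-plate cutoff, the mean inhibition of test compounds on that plate plus 3 SD, cut at about 49% in these data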;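 note: 0% = DMSO plus EC80 beta-PEA response and 100% = DMSO alone without agonist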
Target sequence (Q96RJ0 whole entry, looked up): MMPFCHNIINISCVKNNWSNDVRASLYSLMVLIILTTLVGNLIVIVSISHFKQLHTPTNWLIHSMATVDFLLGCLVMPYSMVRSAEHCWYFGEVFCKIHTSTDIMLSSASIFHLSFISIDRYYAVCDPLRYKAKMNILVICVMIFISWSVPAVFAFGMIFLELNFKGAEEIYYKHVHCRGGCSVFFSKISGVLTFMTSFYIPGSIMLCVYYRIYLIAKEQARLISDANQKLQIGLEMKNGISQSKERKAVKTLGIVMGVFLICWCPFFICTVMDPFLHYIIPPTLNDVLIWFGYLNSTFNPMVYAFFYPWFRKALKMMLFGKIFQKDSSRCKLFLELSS
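Material: CHO RD-HGA16 cells bearing hTAAR1; compound dosing: one-point dosing, 3 µM nominal final; schedule: dye loading 75 min at 37 °C, then 30 min room temperature; measured by: calcium fluorescence with Fluo-8; control set: vehicle and agonist controls; replication: n of 1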
Active calls of the source: *; . = no result given. No enrichment for hits; 3.5% or so of the library scored in one or more.

| compound | CHO-K1 Ca antag | CHO parental Ca | GPR7 antagonist | V1R ag counter | OXTR ag | OXTR potentiate | CHO-K1 Ca ag | M1 PAM parental | TAAR1 antagonist |
| --- | --- | --- | --- | --- | --- | --- | --- | --- | --- |
| CCn1ccnc1CN1CCC(n2nccc2NC(=O)CCc2ccccc2)CC1 | 0 | -17 | -3 | 0.8 | -0.1 | -2 | 0.2 | 12 | 7 |
| CS(=O)(=O)N1CCN(c2ccc(NC(=S)NC(=O)c3ccc4c(c3)OCO4)cc2)CC1 | -13 | -9 | -17 | 3.3 | 2.6 | 6 | 0.7 | 1 | -10 |
| Cc1c(N2C(=O)CSC2c2ccco2)c(=O)n(-c2ccccc2)n1C (stereo unspecified) | -24 | 7 | -10 | -0.8 | -0.7 | -8 | 1.2 | 23 | 8 |
| COc1ccc(OCC(O)Cn2ccnc2C)cc1 (stereo unspecified) | -9 | -9 | -8 | 0.7 | -0.7 | -8 | 1.2 | 16 | -8 |
| CCOc1ccc(C2CC(=O)NC(SC)=C2C#N)cc1 (stereo unspecified) | 2 | 9 | -4 | 0.5 | 0.2 | 0 | 0.0 | 11 | -8 |
| C=CCNC(=O)COc1ccc(N(C)S(=O)(=O)c2ccc(NC(C)=O)cc2)cc1 | -3 | -5 | 7 | -0.1 | 1.1 | -2 | 0.7 | -9 | 7 |
| O=C(Nc1cccc(S(=O)(=O)N2CCCCC2)c1)C1CC(=O)N(Cc2ccco2)C1 (stereo unspecified) | -10 | -17 | 0 | -0.6 | -1.2 | -2 | 1.2 | 3 | -23 |
| C=CCn1c(C)c(C(C)=O)c(N2CCN(C(c3ccccc3)c3ccccc3)CC2)nc1=S | -9 | -13 | 0 | 0.0 | -2.3 | 1 | 3.5 | 11 | 39 |
| Cn1c2ccc(F)cc2c2ncn(CC3CCCO3)c(=O)c21 (stereo unspecified) | 7 | -15 | -12 | -0.3 | -1.5 | -5 | 0.2 | 0 | -32 |
| O=C1NN(c2ccc(Cl)c(Cl)c2)C(=O)/C1=C/c1cccc(OC(=O)c2cccs2)c1 | . | -3 | 10 | -0.6 | -1.1 | -10 | . | . | . |
| O=C(CSc1nc2cc(S(=O)(=O)N3CCOCC3)ccc2o1)Nc1c(F)cccc1F | -9 | 12 | -12 | 0.6 | 0.1 | -11 | -0.2 | 12 | 2 |
| COc1ccc(C)cc1NC(=O)C1CCN(S(=O)(=O)c2c(C)noc2C)CC1 | -23 | -5 | 10 | -0.6 | -1.1 | -2 | 2.4 | 29 | -23 |
| CC(C)(CO)CNC(=O)CCc1nnc(CCCc2ccccc2)o1 | 0 | -5 | 5 | -0.9 | 0.2 | -3 | 0.8 | 2 | -3 |
| O=C(CSc1ccccn1)N1CCN(S(=O)(=O)c2ccc(Cl)cc2)CC1 | -6 | -19 | . | 0.4 | 0.3 | 0 | 0.2 | -11 | -55 |
| NC(=O)NC(=O)CC1S/C(=N/N=C/c2ccccc2)NC1=O (stereo unspecified) | 1 | 0 | -9 | 1.2 | 0.4 | -4 | 0.4 | -5 | -41 |
| CCC(C(=O)OC)n1cnc2c(nnn2-c2ccccc2)c1=O (stereo unspecified) | 14 | 1 | 4 | 1.1 | -0.5 | -2 | 0.4 | -10 | -11 |
| CCOc1ccc(Nc2cc(C)nc3nc(C)nn23)cc1 | 4 | -7 | -1 | -1.4 | -1.7 | 0 | 0.3 | 14 | -28 |
| Cc1cccc(-n2c(N)cc(=O)nc2SCC(=O)NC2CCCCC2)c1 | -4 | -26 | 5 | -0.2 | -1.1 | -2 | 0.2 | 22 | . |
| CCOC(=O)c1ccccc1NC(=O)COC(=O)Cc1ccccc1F | -6 | . | . | . | . | . | 0.5 | 9 | 35 |
| CCO[C@@H]1OC(C(=O)O)=C[C@H](C2CCCCC2)[C@H]1CCCO | -9 | -7 | 3 | 0.0 | -0.5 | 0 | 0.5 | 14 | 14 |
| CCOc1ccccc1NC(=O)c1csc(C)c1C | 1 | -4 | -16 | -1.3 | -0.5 | 7 | -0.2 | 4 | -16 |
| Cn1nnnc1SCC(=O)Nc1nn(-c2ccccc2)nc1C(N)=O | -12 | -3 | -5 | -0.7 | -0.6 | -5 | 0.1 | 16 | -15 |
| COc1ccc(OCCCC(=O)N(CCC2=CCCCC2)c2c(N)n(Cc3ccccc3)c(=O)[nH]c2=O)cc1 | 1 | -25 | . | -0.1 | -1.0 | -1 | 0.8 | 0 | -14 |
| CCO[C@H]1OC(C(=O)NCc2ccccc2)=C[C@@H](C)[C@@H]1CCCO | -8 | -4 | -12 | 0.0 | -0.7 | -4 | 0.2 | 4 | 6 |
| O=C(CNC(=O)c1cccc(Cl)c1)Nc1ccc(F)c(F)c1F | 1 | 7 | 3 | 1.3 | -0.1 | -8 | 0.9 | 1 | -15 |
| Cn1cccc1/C=N/NC(=O)c1cc2ccccc2cc1O | -4 | 3 | 8 | 2.1 | 1.4 | -8 | 1.2 | -1 | -16 |
| COc1ccc(C(NC(=O)c2cccnc2)c2cc(Cl)c3cccnc3c2O)cc1OC (stereo unspecified) | 9 | -20 | -4 | 3.7 | 1.7 | -18 | 0.4 | -4 | 5 |
| O=C(O)C(=O)Nc1nc(-c2ccc3c(c2)OCCO3)cs1 | 0 | -2 | -14 | 1.1 | 2.6 | 9 | 4.9 | 16 | 7 |
| CNS(=O)(=O)c1ccc(N2CCCC2)c([N+](=O)[O-])c1 | -6 | 4 | 2 | 0.8 | 0.3 | -7 | 1.2 | 16 | 1 |
| Cc1cc(C)c(C)c(S(=O)(=O)N2CCN(c3ncnc4sc(C)c(C)c34)CC2)c1C | -14 | -15 | -15 | 1.8 | 0.1 | -9 | 0.8 | 22 | . |

Three entries from above in a different format.
Each structure is followed by: CHO-K1 Ca antag	CHO parental Ca	GPR7 antagonist	V1R ag counter	OXTR ag	OXTR potentiate	CHO-K1 Ca ag	M1 PAM parental	TAAR1 antagonist
- Cn1nnnc1SCC(=O)Nc1nn(-c2ccccc2)nc1C(N)=O
    -12	-3	-5	-0.7	-0.6	-5	0.1	16	-15
- COc1ccc(OCCCC(=O)N(CCC2=CCCCC2)c2c(N)n(Cc3ccccc3)c(=O)[nH]c2=O)cc1
    1	-25	.	-0.1	-1.0	-1	0.8	0	-14
- CCO[C@H]1OC(C(=O)NCc2ccccc2)=C[C@@H](C)[C@@H]1CCCO
    -8	-4	-12	0.0	-0.7	-4	0.2	4	6

Later entries.
| compound | CHO-K1 Ca antag | CHO parental Ca | GPR7 antagonist | V1R ag counter | OXTR ag | OXTR potentiate | CHO-K1 Ca ag | M1 PAM parental | TAAR1 antagonist |
| --- | --- | --- | --- | --- | --- | --- | --- | --- | --- |
| Cc1nn(C)c(C)c1CCC(=O)N1CCCC(C(=O)c2cccc(OC(C)C)c2)C1 (stereo unspecified) | -15 | -22 | 9 | 2.0 | 2.7 | 1 | 4.1 | 21 | -13 |
| S=c1nccc(-c2cc(Cl)sc2Cl)[nH]1 | -5 | -4 | -7 | 0.2 | -0.4 | -8 | 0.0 | 17 | 12 |
| COc1ccc(C(=O)NC2CCN(C(=S)Nc3cc(C)ccc3C)CC2)cc1 | -6 | 0 | -17 | -0.1 | -0.5 | -4 | 0.1 | -6 | -14 |
| CCn1c(Cc2c(C)[nH]c3ccccc23)nnc1SCC(=O)NCc1ccco1 | -14 | -8 | -18 | -0.5 | -0.2 | -9 | 0.2 | 18 | 4 |
| CC1CCN(Cc2c(C(=O)N/N=C/c3ccc(OC(C)C)cc3)nnn2-c2nonc2N)CC1 | -1 | -28 | -8 | 0.5 | -0.5 | 0 | 0.0 | -4 | -32 |
| COc1ccc(NC(=O)CCC(=O)Nc2nnc(C3CCCCC3)s2)c(OC)c1 | 1 | -16 | -7 | 1.7 | 0.0 | 1 | -0.1 | 7 | 2 |
| O=C(Cc1csc2ccccc12)NCC1CC1 | -9 | . | . | . | . | . | 0.8 | 19 | 3 |
| O=C(O)CC1S/C(=N\N=C2CCCCCCC2)N(c2ccccc2)C1=O (stereo unspecified) | 2 | -4 | -8 | -0.1 | 0.0 | -5 | 0.1 | 11 | 4 |
| CCOC(=O)N1CCN(c2cc(=O)n(Cc3ccc(F)cc3)c(=O)[nH]2)CC1 | -8 | -11 | -16 | -0.2 | 1.8 | 3 | 0.0 | 6 | -26 |
| Cc1ccc2c(c1)[C@@H]1CN(C)CC[C@@H]1N2S(=O)(=O)c1ccc([N+](=O)[O-])cc1 | -9 | 9 | 29* | 8.0 | 7.6 | -6 | 4.2 | 30 | 9 |
| COc1cc(Nc2c3ccccc3nc3ccccc23)cc(OC)c1OC | -10 | -12 | -23 | -1.1 | -0.4 | -7 | 0.1 | -24 | 3 |
| O=C(OCc1cn([C@@H]2CN(Cc3cccs3)[C@@H](c3ccccc3)C[C@H]2O)nn1)c1ccccc1 | -2 | . | . | . | . | . | 1.6 | -5 | 40 |
| CCC1Nc2ncnc(N3CCCCC3)c2N(Cc2ccccc2)C1=O (stereo unspecified) | -16 | -24 | . | 0.2 | -0.1 | -2 | 0.4 | 16 | -11 |
| COC(=O)CC1C(=O)NCCN1C(=O)c1cc([N+](=O)[O-])ccc1Cl (stereo unspecified) | -4 | 4 | -7 | -0.6 | 1.5 | -12 | 0.4 | 7 | -12 |
| COc1ccc(C2=NN(C(=O)CCC(=O)O)C(c3ccc(OC)c(OC)c3)C2)cc1 (stereo unspecified) | 0 | -11 | -10 | 0.9 | 1.6 | 7 | -0.1 | 10 | 6 |
| O=[N+]([O-])c1ccccc1OCCNCc1ccccc1 | 10 | -14 | -5 | 1.3 | 1.3 | -11 | -0.3 | -5 | 14 |
| CCOC(=O)c1c(-c2ccccc2)csc1NC(=O)COc1ccc2c(C)cc(=O)oc2c1 | -11 | -12 | -9 | 0.4 | 1.5 | -5 | 0.8 | 22 | 20 |
| CC(c1nc2ccccc2o1)N1C(=O)c2ccccc2C1=O (stereo unspecified) | -16 | -1 | 2 | -0.2 | -1.3 | 0 | -0.3 | 8 | -19 |
| Cc1cc(=O)oc2cc(OCC(=O)NCCc3ccccc3)ccc12 | 6 | -26 | 11 | 4.8 | 0.7 | -4 | -0.1 | 16 | 6 |
| CC(=O)N(C(C)=O)c1c(N2CCOCC2)c2ccccc2oc1=O | -14 | -8 | -22 | 0.3 | 0.2 | -7 | 0.0 | -3 | 2 |
| CC(C)(C)[C@H]1C=C(C(=O)Nc2ccccc2)O[C@@H](OCCCCO)C1 | -22 | -15 | . | 0.5 | -1.1 | 5 | 0.2 | 17 | 13 |
| Cc1ccc(C)c(-n2c(Cc3cc(=O)[nH]c(=O)[nH]3)nnc2SC(C)C)c1 | -2 | 3 | -7 | 0.8 | 0.7 | 0 | 0.3 | 17 | 4 |
| COc1ccc(CC(=O)NCC2CCCN(Cc3ccc(F)cc3F)C2)cc1 (stereo unspecified) | -17 | -16 | 3 | -0.1 | -2.1 | -3 | 0.7 | 19 | 19 |
